# Source: PubChem
# MsrA inhibitor: bovine MsrA enzyme inhibitors, primary screen, biochemical, absorbance, HTS; AID 651718, 2012; 360,000 compounds, 0.75% hits; purified bovine MsrA, absorbance read-out; inhibition, % at 15.5 µM; in the data active means inhibition above about 4.5%;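 further: 0% = vehicle wells with enzyme and 100% = reference inhibitor wells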
# STEP block: STEP phosphatase inhibitors, primary screen, biochemical, fluorescence intensity, uHTS | Tyrosine-protein phosphatase non-receptor type 5 (Homo sapiens), P54829 | recombinant STEP, OMFP fluorogenic substrate | inhibition, % at 20 µM | 360,000 compounds, 0.25% hits | AID 588621, 2011;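 active means inhibition at 20 µM, scaled per plate between control wells, above about 37%, limit read from the data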;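 further: 0% = DMSO with enzyme and substrate and 100% = substrate only without enzyme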
#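 Measure: Control-normalized % inhibition with plate pattern correction | Test system: STEP phosphatase, cell-free reaction | Medium: pH 6.0 Bis-Tris with DTT and Tween 20 | Technique: Fluorescence, 480/540 nm | Times: Reaction 20 min, ambient temperature | Doses: Single compound dose of 20 µM, 1% DMSO final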
# TbMetRS inhib: T. brucei MetRS inhibitors, primary screen, biochemical, luminescence; 360,000 compounds, 0.4% hits; inhibition, % at 11.9 µM; purified T. brucei MetRS, ATP depletion, Kinase-Glo luminescence;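 active means inhibition above a per-plate cutoff of the control wells' mean inhibition plus 3 SD, cut at about 5.5% in these data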;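 further: 0% = DMSO wells median and 100% = median of wells with control inhibitor compound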
#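 technique = Kinase-Glo luminescence, ATP depletion format | system = purified MetRS (methionyl-tRNA synthetase) enzyme from Trypanosoma brucei | timing = 15 min preincubation, 2 h reaction, all 25 °C | evaluation = percent inhibition versus plate control medians | dosing = single dose, 11.9 µM final nominal, 0.9% final DMSO | also added = substrates ATP, L-methionine and bulk Escherichia coli tRNA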
# DNMT1 block: human DNMT1 methyltransferase inhibitors, primary screen, biochemical, molecular beacon, fluorescence, HinP1I cleavage, uHTS; inhibition (reported as % activation of signal), % at 10 µM; DNA (cytosine-5)-methyltransferase 1 (Homo sapiens), P26358; 360,000 compounds, 0.83% hits; in the data active means inhibition above about 50%
# SUMO1-SIM PPI: modulators of SUMO1 protein-protein interactions, primary screen, biochemical, uHTS; Small ubiquitin-related modifier 1 (Homo sapiens), P63165; inhibition, % at 20 µM; SUMO1 binding to a labelled peptide, TR-FRET, 1 h; 360,000 compounds, 0.33% hits; AID 602429, 2012; in the data active means inhibition above about 37%
# Target sequence (P63165 whole entry, looked up): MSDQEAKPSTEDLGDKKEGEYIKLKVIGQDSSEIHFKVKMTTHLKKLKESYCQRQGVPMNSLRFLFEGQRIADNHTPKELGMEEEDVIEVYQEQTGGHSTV
# NadD inh: inhibitors of S. aureus NadD, primary screen, biochemical, colorimetric, uHTS; Nicotinate-nucleotide adenylyltransferase NadD (Staphylococcus aureus N315); purified NadD enzyme, colorimetric absorbance read-out; inhibition, % at 20 µM; 360,000 compounds, 0.78% hits; in the data active means inhibition above about 26%; further: some compounds past the cut are filed as inactive
# LMPTP inh: LMPTP phosphatase inhibitors, primary screen, biochemical, fluorescence intensity, uHTS; inhibition, % at 20 µM; Low molecular weight phosphotyrosine protein phosphatase (Homo sapiens), P24666; AID 651560, 2012; 360,000 compounds, 0.22% hits; recombinant LMPTP-A, OMFP fluorogenic substrate;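 active means compounds that cut the enzyme signal by at least half of the control window in the single-dose screen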;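 further: plate controls were DMSO wells with enzyme plus substrate for no effect and substrate without enzyme for full effect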
# Target sequence (P24666 whole entry, looked up): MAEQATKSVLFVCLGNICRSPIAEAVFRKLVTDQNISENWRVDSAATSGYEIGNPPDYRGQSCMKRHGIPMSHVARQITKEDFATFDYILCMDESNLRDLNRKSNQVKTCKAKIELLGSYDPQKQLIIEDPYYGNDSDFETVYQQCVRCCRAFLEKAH
#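 Test system – LMPTP-A enzyme · Amount – LMPTP-A at 0.625 nM final in the reaction · Buffer or medium – Bis-Tris pH 6.0, DTT, detergent · Reagent – OMFP 400 µM · Doses – single 20 µM dose · Schedule – reaction 50 min, room temperature, dark · Detection – fluorescence intensity of OMFP turnover product · Evaluation – percent inhibition versus substrate-only and uninhibited controls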
# Scp-1 inhibitor: Scp-1 phosphatase inhibitors, primary screen, biochemical, colorimetric, uHTS; Carboxy-terminal domain RNA polymerase II polypeptide A small phosphatase 1 (Homo …; Recombinant Scp1, phosphopeptide, malachite green phosphate absorbance; inhibition, % at 20 µM; 340,000 compounds, 0.88% hits;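 active means inhibition above about 50% at 20 µM, limit read from the data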;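 further: plate controls were DMSO wells with enzyme for no effect and wells lacking enzyme for full effect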
#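 Test system – truncated SCP-1 phosphatase (76-261aa) · Reagent – Phosphorylated 17-residue peptide substrate · Incubation – 45 min room-temperature reaction, 5 min colour, 30 min stabiliser · Detection – colorimetric phosphate reagent with accelerator and stabiliser, absorbance at 630 nm · Measure – % inhibition at 20 µM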
# CSN deneddyl inh: inhibitors of CSN-mediated cullin deneddylation, primary screen, biochemical, fluorescence polarization, uHTS; Purified CSN, SCF-Nedd8-OG deneddylation; AID 651999, 2013; 360,000 compounds, 0.38% hits; inhibition, % at 12.5 µM; COP9 signalosome complex subunit 5 (Homo sapiens), Q92905;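 active means pattern-corrected inhibition above about 35%, with an unprinted fluorescence ratio check between 0.5 and 1.5, limit read from the data, passing the limit was not always enough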;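 further: 0% = enzyme with substrate and 100% = substrate without enzyme; some results filed as inactive read as strong as hits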
# Target sequence (Q92905 whole entry, looked up, one chain of several): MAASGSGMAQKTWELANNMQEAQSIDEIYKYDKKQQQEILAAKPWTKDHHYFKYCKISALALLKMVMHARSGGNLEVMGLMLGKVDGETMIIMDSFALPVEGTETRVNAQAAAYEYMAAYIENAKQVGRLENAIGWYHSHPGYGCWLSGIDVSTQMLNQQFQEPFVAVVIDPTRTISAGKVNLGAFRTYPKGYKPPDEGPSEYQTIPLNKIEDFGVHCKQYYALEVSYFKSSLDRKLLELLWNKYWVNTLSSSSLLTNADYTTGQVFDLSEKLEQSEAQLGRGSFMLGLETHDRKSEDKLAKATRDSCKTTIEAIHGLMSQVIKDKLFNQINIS
#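 Detection – fluorescence polarization · System – HEK293T-derived human Csn5 enzyme · Controls – substrate-only high control, full reaction low control · Timing – 90 min, room temperature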
# Rpn11 block: Rpn11 (PSMD14) deubiquitinase inhibitors, primary screen, biochemical, fluorescence polarization, uHTS; 26S proteasome non-ATPase regulatory subunit 14 (Homo sapiens), O00487; human 26S proteasome, Ub4-pepOG fluorescence polarization; 20S core pre-blocked with epoxomicin; calls only at 20 µM; 360,000 compounds, 0.59% hits; AID 588493, 2011;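 active means inhibition at 20 µM, scaled to each plate's controls, above about 33%, limit read from the data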
# Target sequence (O00487 whole entry, looked up): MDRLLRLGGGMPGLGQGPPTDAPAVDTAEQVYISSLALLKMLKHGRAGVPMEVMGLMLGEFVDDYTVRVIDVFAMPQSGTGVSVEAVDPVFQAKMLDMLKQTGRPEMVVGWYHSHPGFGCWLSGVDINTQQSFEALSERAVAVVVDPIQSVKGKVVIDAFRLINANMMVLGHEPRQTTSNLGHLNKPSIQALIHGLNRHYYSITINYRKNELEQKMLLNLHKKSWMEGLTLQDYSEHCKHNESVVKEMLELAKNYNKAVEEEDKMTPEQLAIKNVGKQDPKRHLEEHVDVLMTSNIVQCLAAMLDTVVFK
# * hit, by the source's call; i = inactive; / = no result given. This is a random part of the collection; about 3.9% have a hit in one of these screens.
SMILES,MsrA inhibitor,STEP block,TbMetRS inhib,DNMT1 block,SUMO1-SIM PPI,NadD inh,LMPTP inh,Scp-1 inhibitor,CSN deneddyl inh,Rpn11 block
CC(=O)Nc1ccc(S(=O)(=O)N2CCN(S(=O)(=O)c3ccc(NC(C)=O)cc3)CC2)cc1,-0.4,1,-0.1,0,-3,0,-2.7,-9,2,i
Cc1cc(C)n2nc(SCC(=O)N(CCC#N)c3ccc(F)cc3)nc2n1,0.4,0,-0.6,1,3,0,-0.2,6,0,i
COc1cccc(CN(C)CC(O)COc2cc(Cl)ccc2Cl)c1 (configuration not stated),-1.4,-1,0.7,1,1,-9,-2.2,-8,3,i
Cc1cc(C)c(O)c(-c2cc(C(=O)Nc3c(C)n(C)n(-c4ccccc4)c3=O)[nH]n2)c1,0.1,-1,1.2,0,4,-3,-0.8,2,0,i
Cc1ccc(NC(=O)CCC(=O)c2ccc(Cl)s2)nc1,0.3,0,-0.2,33,2,5,-0.4,7,11,i
O=C(N/N=C/c1cccnc1)c1cc(-c2ccccc2Cl)nc2ccccc12,-0.8,1,7.1*,-2,-8,6,1.1,-5,0,i
Cc1cc(C)nc(SCSc2nc(C)cc(C)n2)n1,0.7,-4,-1.3,4,1,-3,-2.0,5,-1,i
CCCCCn1c(=O)c(-c2nc3ccccc3[nH]2)c(O)c2ccccc21,1.8,2,-1.0,7,-2,-1,0.3,-12,5,i
Cc1ccc(-c2c[n+](CC(=O)Nc3c(C)cccc3C)c3n2CCC3)cc1,-0.7,-2,-0.6,3,0,-4,-2.7,-11,1,i
CC(C)Cc1nnc(NC(=O)CN2C(=O)NC3(CCCC3)C2=O)s1,-1.3,2,-0.5,-1,1,3,-0.6,-1,0,i
CCN(CC)C(=O)c1[nH]cnc1C(=O)NCC(=O)OC(C)(C)C,-0.9,-4,-0.2,4,0,1,-1.6,1,-4,i
O=C(O)C1CCCCC1C(=O)NCCCCc1ccccc1 (configuration not stated),-0.1,1,0.6,6,-1,-4,-0.7,0,-1,i
CC(C)(C)NC(=O)CSc1nnc(C2CC2)n1-c1ccccc1,-1.2,0,-0.9,0,-2,0,-1.5,-2,-11,i
COc1ccccc1C(=O)NCCC(=O)NCC1CCCCC1,-0.6,1,-0.1,-4,7,-3,-0.5,-3,0,i
COC(=O)c1ccccc1Sc1c(/C=N/OCc2ccc(Cl)cc2)c(C(F)(F)F)nn1C,0.5,3,0.2,8,0,-3,1.1,-5,-3,i
Cc1cc(C(=O)Nc2cccc3ccccc23)oc1C,-0.3,0,0.2,1,-3,-3,-0.3,/,3,i
CCc1c(C)nc(N2CCOCC2)[nH]c1=O,-0.1,-4,-0.8,0,0,8,-0.4,-9,5,i
CCOc1ccccc1NC(=O)COC(=O)C1CCC(=O)N1 (configuration not stated),0.1,-2,-0.1,-6,-5,1,-1.1,-7,-3,i
COc1ccccc1N(C(=O)c1ccco1)C(C(=O)NC1CCCC1)c1ccncc1 (configuration not stated),-0.9,1,-0.4,-1,3,1,5.6,-4,3,i
Cc1ccc(-c2ccc(C#N)c(=O)n2CC(=O)N(C)C)cc1,2.5,-7,-0.2,2,-4,-2,0.3,-8,3,i
O=c1c2cc(NC(=S)NC3CC3)ccc2nc2n1CCCCC2,-1.5,1,-0.8,3,2,-6,-0.1,-2,-3,i
O=C(Nc1ccccc1)N1CCN(CCc2ccccc2)CC1,-0.5,3,-0.2,1,-1,-1,-0.8,3,-3,i
O=C(Nc1ccc(-c2nnco2)cc1)c1ccccc1,0.1,2,-0.8,4,1,-3,-1.2,9,-3,i
CCc1nc2c(OCc3ccccc3OC)cccn2c1N(C)C(=O)C(C)C,-0.5,-1,-0.3,-2,6,-4,-0.5,/,5,i
O=C(CCN1C(=O)COc2ccccc21)NCCCN1CCCC1,0.5,-6,-1.2,4,1,-2,-1.2,3,4,i
O=C(CC(=O)Nc1cc(Cl)ccc1Cl)Nc1cc(Cl)ccc1Cl,0.9,6,-0.6,-2,-5,5,-0.9,11,-4,i
Cc1c(CC(=O)NCCCC(=O)O)c(=O)oc2cc3c(cc12)CCC(C)(C)O3,3.5,3,-0.4,-3,3,-4,-0.2,-12,0,i
C[C@H](NC(=O)c1nc[nH]c1C(=O)N[C@H](C)c1ccccc1)C(=O)OCc1ccccc1,-0.9,-1,-0.4,-2,5,2,2.1,-10,3,i
Cn1c(=O)cc(SCC(=O)NCCN2CCN(c3ccccc3F)CC2)c2cc(Cl)ccc21,-0.3,2,-0.4,-4,0,-1,0.1,-4,4,i
O=C(CCc1nnc(Cc2c[nH]c3ccccc23)o1)NC1CCCC1,1.6,-1,1.2,-2,-2,0,-1.7,-10,3,i
COc1ccc(OCc2nn3c(Cn4cnc5ccccc54)nnc3s2)cc1,0.2,3,-0.1,-1,6,9,2.0,8,1,i
COc1cccc(CN2CCN(Cc3ccc4c(c3)OCCO4)CC2CCO)c1 (configuration not stated),-0.9,-1,-0.1,-1,-4,-9,-1.2,3,2,i
Clc1nn2cnnc2c2ccccc12,1.1,-4,0.1,-3,1,-3,-0.8,-8,-1,i
COCCn1c(SCC(=O)NCc2ccc3c(c2)OCO3)nc2ccccc2c1=O,1.5,1,-0.4,-1,-1,0,-0.3,11,1,i
COc1ccccc1CNC(=O)COC(=O)/C=C/c1ccc2c(c1)OCO2,1.7,0,-0.2,2,-12,-10,0.6,-2,-5,i
Cc1c(C(=O)N2CCCC2)sc(NC(=O)c2cccs2)c1C#N,2.8,-2,0.0,6,8,-3,-0.3,-4,0,i

# Whole records, looked up by structure. Order of screens: MsrA inhibitor, STEP block, TbMetRS inhib, DNMT1 block, SUMO1-SIM PPI, NadD inh, LMPTP inh, Scp-1 inhibitor, CSN deneddyl inh, Rpn11 block
# `O=C(CCN1C(=O)COc2ccccc21)NCCCN1CCCC1` in the list: 0.5, -6, -1.2, 4, 1, -2, -1.2, 3, 4, i
# `COc1ccc(OCc2nn3c(Cn4cnc5ccccc54)nnc3s2)cc1` in the list: 0.2, 3, -0.1, -1, 6, 9, 2.0, 8, 1, i
# `COc1cccc(CN2CCN(Cc3ccc4c(c3)OCCO4)CC2CCO)c1` (configuration not stated) in the list: -0.9, -1, -0.1, -1, -4, -9, -1.2, 3, 2, i
# `Clc1nn2cnnc2c2ccccc12` in the list: 1.1, -4, 0.1, -3, 1, -3, -0.8, -8, -1, i
# `O=C(CCc1nnc(Cc2c[nH]c3ccccc23)o1)NC1CCCC1` in the list: 1.6, -1, 1.2, -2, -2, 0, -1.7, -10, 3, i

# (cont.)
SMILES,MsrA inhibitor,STEP block,TbMetRS inhib,DNMT1 block,SUMO1-SIM PPI,NadD inh,LMPTP inh,Scp-1 inhibitor,CSN deneddyl inh,Rpn11 block
CC(NC(=S)Nc1ccc(Cl)cc1)C(c1ccccc1)N1CCOCC1 (configuration not stated),-1.2,-1,-0.6,0,0,2,1.5,-1,-1,i
N=c1c(C(=O)NCc2ccco2)cc2c(=O)n3ccccc3nc2n1C1CCCC1,1.2,-4,-1.3,11,-16,0,12,10,9,i
CCn1nc(NC(=O)C(C)C)c2cc3cccc(C)c3nc21,-0.2,-1,-1.0,0,-10,-1,1.2,-14,7,i
CCN(CC(=O)NCc1ccncc1)S(=O)(=O)c1cc(Cl)ccc1Cl,-0.8,0,-0.4,2,-8,4,-1.6,-5,2,i
NS(=O)(=O)c1ccc(NC(=O)c2ccc(S(=O)(=O)N3CCCCC3)cc2)cc1,-0.6,0,-0.1,4,2,1,0.1,-6,-2,i
CCc1nnc2n1N=C(c1ccc(Cl)cc1Cl)CS2,-0.2,1,1.1,0,1,2,-0.4,-6,-2,i
CCOc1ccc(-n2c(O)c(/C=N/Nc3nc(C)cc(C)n3)c3ccccc3c2=O)cc1,0.6,-1,2.2,-6,3,8,1.3,0,-1,i
O=C(CSc1nnc(-c2ccc(Cl)cc2Cl)n1C1CCCCC1)NC1CCS(=O)(=O)C1 (configuration not stated),-0.4,3,0.5,3,-1,-1,-1.2,13,-1,i
CN1C[C@@H]2[C@@H]3C(=O)N(C)C(=O)[C@@H]3[C@](C)(C1=O)N2C(=O)c1ccc(Br)cc1,-1.0,0,-0.2,8,2,0,-2.4,-2,5,i
CCOc1ccc(NC(=O)CCC(=O)NNC(=O)c2ccco2)cc1,-0.9,-2,0.0,2,-1,-6,-2.1,-6,-6,i
CCn1c(CNc2ccc(F)cc2)nnc1SCCN1CCCCC1,-0.9,-1,-0.6,-2,-3,0,0.0,-4,3,i
O=C(NCCCn1ccnc1)c1cc2ccccc2oc1=O,0.7,-2,0.1,-4,-19,1,-4.2,0,2,i
OCCc1c[nH]c2cc(F)ccc12,1.1,1,-0.4,2,2,-2,-2.0,-4,-4,i
COc1ccc2c(CC(=O)OCc3nc4ccsc4c(=O)[nH]3)coc2c1,-0.9,-2,1.0,1,6,-2,1.9,-5,3,i
Cc1c(C)c2cc(Cl)c(OCC(=O)NC3CC(C)(C)NC(C)(C)C3)cc2oc1=O,2.4,-1,0.1,8,-7,-8,-0.5,-4,0,i
CCOC(=O)c1ccc(NC(=S)Nc2ccccn2)cc1,-1.0,1,-1.2,-3,1,-1,-0.5,5,-6,i
Cc1c(C(=O)N2CCN(c3ccccn3)CC2)sc2ncnc(N3CCOCC3)c12,0.0,-16,-1.2,0,-4,0,0.0,-5,0,i
CN(CC(=O)N(C)CC(=O)Nc1c(Cl)cccc1Cl)Cc1ccccc1F,-0.1,-3,-0.2,1,5,-1,-1.2,-5,4,i
Cc1ccc(CS(=O)(=O)c2nc3c(c(N(C)C)n2)CCCC3)cc1,-1.0,2,0.1,0,1,2,0.0,-6,8,i
